EWS-Fli block: EWS/Fli-driven NR0B1 reporter inhibitors, primary screen, A673 cells, NR0B1 luciferase, luminescence, MLPCN library | viability-normalised | AID 651661, 2012 | inhibition, % at 12.6 µM | 350,000 compounds, 0.67% hits;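 active means mean inhibition of at least 50% after viability correction, with every replicate also passing that limit; inconclusive means mean reaches 50% but only one of two replicates passes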;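 further: firefly luciferase signal divided by Alamar Blue viability fluorescence both relative to DMSO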
GSIS activator: GLuc luminescence reporter in INS-1E cells, primary screen for activators of glucose-dependent secretion of insulin. INS-1E GLuc reporter insulin secretion, 2-3 h. activation, % at 16.6 µM. 370,000 compounds, 0.61% hits. AID 743287, 2014;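 active means lowest replicate activation of at least 40%, so every replicate reaches that level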;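 further: 0% = median of neutral control wells and 100% = median of IBMX positive control wells; some compounds called inactive have numbers as strong as hits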
FN deposit inh: inhibitors of fibronectin matrix deposition, primary screen, AH1F cells, Alexa488-fibronectin fluorescence, plate reader | AH1F fibroblasts, overnight | inhibition, % at 12.6 µM | 350,000 compounds, 0.086% hits | AID 743247, 2014;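 active means mean inhibition across replicates of 30% or more, regardless of how many single replicates reach that level; inconclusive means mean under 30% yet at least half of replicates reach 30%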;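 further: positive control wells lacked labelled fibronectin entirely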
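Material – AH1F fibroblast monolayer, labelled fibronectin deposition · Reagent – labelled fibronectin 24 nM · Timing – 1 h adhesion, overnight exposure · Measured by – fluorescence at 485 nm excitation, 525 nm emission · Read-out – inhibition of fibronectin deposition signal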
CFTR F508del cor: F508del CFTR correction, initial screen, CFBE line, single point; CFBE cells, YFP halide quenching; stimulated with forskolin plus potentiator P3; % fluorescence drop versus neutral controls; activity (quench increase), % at 7.58 µM; 350,000 compounds, 0.36% hits;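 active means mean added fluorescence quench of at least 8% versus neutral control, with both replicates also reaching 8%; inconclusive means only one of the mean or replicate conditions met; inactive means mean below 8% and not both replicates reaching 8%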;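 further: cells transiently co-express mutant CFTR-F508del with the halide-sensitive YFP; corrector assay measuring rescue of mutant channel to the surface after 24 h compound exposure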
miR122 inh: miR-122 Renilla sensor signal increase in Huh7, primary screen, miR-122 inhibitor project, cell-based, single point, plate reader; 340,000 compounds, 0.3% hits; AID 602342, 2012; activation (reporter increase), % at 12.5 µM; Huh7 miR-122 Renilla luciferase sensor, 48 h; neutral wells = 0, positive control = 100;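 active means mean replicate activation score at least 90 and every replicate individually at or above 90; inconclusive means only one of the two criteria met; inactive means neither criterion met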;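 further: higher luciferase means less miR-122 activity so hits act as miR-122 inhibitors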
PAX8 inh HTS: inhibitors of PAX8-driven TPO luciferase reporter, primary screen, RMG-I cells, single concentration; inhibition, % at 12.6 µM; 360,000 compounds, 1.2% hits; SteadyGlo, 24 h;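 active means mean replicate inhibition at least 60% with every replicate also reaching 60%; inconclusive means only one of the two criteria is met; inactive means mean below 60% and not all replicates reaching 60%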;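 further: luciferase light reporting Pax8 driven TPO promoter activity; plate controls were median of neutral control wells for no effect and mitoxantrone controls for full effect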
DENV2 CPE: inhibitors of DENV2 cytopathic effect, primary screen, cell-based, plate reader, single concentration; DENV2-infected cells, cytopathic effect rescue; CPE inhibition, % at 9.99 µM; 350,000 compounds, 1.7% hits; AID 651640, 2012; in the data active means CPE inhibition above about 20%, passing the limit was not always enough; inconclusive means no clear call, values can overlap the other calls; tested in BHK-21 cells;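 further: 0% = median of neutral control wells and 100% = median of positive control wells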
* marks the source's active call; other numbers are inactive results; u = inconclusive; x = no result given; [ ] = dose if it differs, or a comment. This is a random part of the collection. Share with any hit: about 3.9%.

Values run as follows: miR122 inh	FN deposit inh	DENV2 CPE	CFTR F508del cor	GSIS activator	EWS-Fli block	PAX8 inh HTS
- CNC[C@H]1OCCCC[C@H](C)Oc2ccc(NC(=O)Nc3ccccc3)cc2C(=O)N([C@H](C)CO)C[C@H]1C
 : -0.7[16.7 µM]	x	u	0.5	9.6	0.5	-16.3
- CCN1C(=O)c2cccc3c(Cl)ccc(c23)C1=O
 : x	x	3.8	0.9	4.9	-1.6	5.3
- C[C@@H]1CN([C@H](C)CO)C(=O)Cc2cc(NC(=O)Cc3cn(C)c4ccccc34)ccc2O[C@@H]1CN(C)Cc1ccc(C(=O)O)cc1
 : 8.9[16.7 µM]	x	-4.3	-0.3	-13.2	4.8	-18.9
- O=C(Nc1nnc(C2CC2)s1)C1CCCCC1
 : -3.7	2.2	1.3	2.1	-0.2	-32.9	-37.1
- CCN(c1ccccc1)S(=O)(=O)c1ccc(Cl)c(NC(=O)COC(=O)c2ccc(Cl)c(N)c2)c1
 : x	-5.0	x	x	-0.7	x	-8.5
- CCOC(=O)c1c(C)nc2cc(C)cc(C)n12
 : x	7.5	6.1	-1.3	14.2	-13.8	-23.6
- CCCCn1c(N)c(N(CC(C)C)C(=O)c2cccc(S(=O)(=O)N3CCCCCC3)c2)c(=O)[nH]c1=O
 : -0.8	-4.2	-4.2	1.3	-17.6	3.8	6.1
- COc1ccc(NC(=O)CCNS(=O)(=O)c2cccc3nonc23)c(OC)c1
 : 0.8	-18.6	2.2	0.2	3.7	-2.0	-7.8
- C[C@H](CO)N1C[C@H](C)[C@@H](CN(C)S(=O)(=O)c2cn(C)cn2)Oc2ccc(NS(=O)(=O)c3ccc(F)cc3)cc2C1=O
 : x	x	3.5	1.2	2.6	-9.8	11.1
- CCOC(=O)Cc1csc(NC(=O)Nc2cccc(OC)c2)n1
 : 0.8	-4.9	6.8	x	-12.7	4.9	-11.9
- COc1ccc(CCn2c(C3CCCCC3)nc3c(c(=O)c4ccccc4n3C)c2=O)cc1
 : -5.7	3.0	-7.8	2.9	-0.6	56.4*	40.1
- C[C@@H]1CCCCO[C@@H](CN(C)C(=O)Cc2ccccc2)[C@H](C)CN([C@@H](C)CO)C(=O)c2cc(NC(=O)Nc3ccc4c(c3)OCO4)ccc2O1
 : -5.7[16.7 µM]	x	-20.6	-4.2	7.9	-6.4	-6.7
- CO[C@H]1CN(C)C(=O)c2ccc(NC(C)=O)cc2OC[C@@H](C)N(C(=O)c2ccc(F)cc2)C[C@H]1C
 : -22.1[16.7 µM]	-11.1	-5.0	-3.3	-1.0	5.0	11.0
- COc1cc(-c2nnc3sc(-c4cccs4)nn23)cc(OC)c1OC
 : 0.4	12.7	x	x	x	x	11.2
- COc1ccccc1-c1cnc2c(c1)C(=O)N([C@@H](C)CO)C[C@@H](C)[C@H](CN(C)C(=O)CC1CC1)O2
 : -0.2[16.7 µM]	-9.7	2.1	-1.8	-7.3	18.4	x
- COc1ccc(CCNC(=O)C(C)n2nc(C)n3c(cc4occc43)c2=O)cc1OC (centres undefined)
 : x	-4.0	-3.2	-1.3	5.6	1.2	2.7
- CN(Cc1ccccn1)C(=O)CC1C(=O)NCCN1Cc1ccc(F)cc1Cl (centres undefined)
 : 0.0	9.5	-4.3	-1.4	-15.7	4.3	5.2
- COc1ccc(NC(=O)Nc2cccc3c2O[C@H](CN(C)S(=O)(=O)c2ccc(Cl)cc2)[C@H](C)CN([C@H](C)CO)C3=O)cc1
 : -3.3[16.7 µM]	x	-2.0	-3.6	-21.2	-11.4	-11.7
- O=c1cc(NCc2ccco2)[nH]c(=O)n1-c1ccc(Br)cc1
 : -2.4	-6.8	x	x	-3.5	x	x
- O=C(COC(=O)/C=C/c1ccc(C(F)(F)F)cc1)Nc1ccc2[nH]c(=O)[nH]c2c1
 : -7.2	-4.4	-11.2	-2.5	20.6	-4.1	-1.1

Next compounds follow.
Values run as follows: miR122 inh	FN deposit inh	DENV2 CPE	CFTR F508del cor	GSIS activator	EWS-Fli block	PAX8 inh HTS
- O=C(Cc1ccc(Cl)cc1)Nc1ccc(SC(F)F)cc1
 : 3.4	-13.2	x	x	-24.6	x	-77.5
- CC(C)(C)NC(=O)c1cc(F)c(F)cc1Cl
 : -2.3	2.3	x	x	x	x	-1.3
- CCOC(=O)C1CCCCN1Cc1ccc(F)cc1 (centres undefined)
 : -2.4	x	7.8	-0.7	6.2	9.7	x
- CC1CCN(C(=O)CCC(=O)Nc2ccc([N+](=O)[O-])cc2)CC1
 : -4.1	4.6	-1.6	x	x	1.9	-5.1
- C=CCC[C@@H](Cc1ccc(F)cc1)C(=O)OC[C@H](C)NC(=O)[C@@H](CC=C)CC(=O)N[C@@H](CO)Cc1ccccc1
 : x	-12.1	7.4	0.4	9.6	2.3	24.9
- Cc1ccc(C(=O)Nc2ccc3cn[nH]c3c2)cc1S(=O)(=O)N1CCOCC1
 : x	4.6	-3.0	-3.9	5.0	-33.1	-10.7
- CCC(=O)N1CC(=O)N2[C@H](CO)[C@@H](c3ccc(C#Cc4cccc(OC)c4)cc3)[C@H]2C1
 : x	x	0.9	2.8	-9.6	19.5	-33.6
- O=C(O)c1cccc(-c2ccc3c(c2)OCO3)c1
 : -8.9	7.8	19.2	-0.3	1.1	-5.5	-26.4
- CC(C)COc1cccc(C(=O)N(C)CC(=O)Nc2cccc3ccccc23)c1
 : 11.3	-2.4	-9.3	x	x	-2.7	14.0
- COc1ccc(-c2[nH]ncc2/C=N\NC(=O)c2ccc(Br)o2)cc1OC
 : x	x	-5.6	2.0	12.0	-1.0	1.7
- CN1CCN(S(=O)(=O)c2ccc(NC(=O)COc3ccccc3)cc2)CC1
 : x	1.1	6.9	1.6	-4.0	-6.1	1.2
- c1ccn2cc(-c3ccc4c(c3)OCO4)cc2c1
 : x	-11.5	5.2	2.5	10.1	-17.0	-14.9
- COc1ccc(NC(=O)Nc2ccc3c(c2)CC(=O)N([C@H](C)CO)C[C@H](C)[C@@H](CN(C)S(=O)(=O)c2ccc(F)cc2)O3)cc1
 : 3.1[16.7 µM]	-1.5	-2.8	-4.1	-9.9	0.0	36.6
- CC(=O)Nc1cncc(-c2cccc(N(C)C)c2)n1
 : 2.0	-4.4	5.3	-0.3	x	-35.7	-18.9
- CN(C)S(=O)(=O)c1cccc(-c2nnc(SCCNCCO)n2-c2ccc(F)cc2)c1
 : 0.3	x	x	1.5	14.1	-39.1	-8.0
- Nc1ncnc2c1ncn2[C@@H]1O[C@H](CNC(=O)[C@@H]2C[C@H](F)CN2)[C@@H](O)[C@H]1O
 : 3.5	18.0	13.3	-2.0	2.2	-4.5	-34.4
- C/C=C/c1ccc([C@@H]2[C@@H](CO)N(C(=O)CC)[C@H]2CNC(=O)c2ccncc2)cc1
 : -7.1[16.7 µM]	-6.1	u	2.0	1.3	0.3	-10.6
- CCCNC(=O)C1(C)CCCN(Cc2c(C)nn(-c3ccccc3)c2C)C1 (centres undefined)
 : 2.9	-5.4	-4.4	0.2	18.9	-11.0	10.9
- CCOC(=O)c1c(NC(=O)COC(=O)c2cccc([N+](=O)[O-])c2)sc(C(=O)N(C)C)c1C
 : -3.8	0.9	-7.7	2.9	x	1.9	-6.1
- CCc1nnc2c(N(C)C)nc3ccccc3n12
 : x	3.4	-2.5	-1.4	27.3	1.6	-20.2

New compounds follow:
Values run as follows: miR122 inh	FN deposit inh	DENV2 CPE	CFTR F508del cor	GSIS activator	EWS-Fli block	PAX8 inh HTS
- NC(=O)c1c(NC(=O)c2ccccc2C(=O)O)sc2c1CCCC2
 : 4.0	0.1	-4.5	-0.9	-1.9	-0.3	17.5
- CCOC(=O)N1CCN(CC(=O)Nc2nc3ccccc3s2)CC1
 : -7.1	1.6	-2.8	1.2	-13.3	12.8	-22.3
- COc1cccc(Nc2nc(-c3sc(NC(=O)c4ccccc4)nc3C)cs2)c1
 : 8.0	-4.4	u	9.1*	-10.3	-3.0	1.6
- CCNC(=O)C[C@H]1CC[C@H]2[C@H](COc3ccc(NC(=O)c4cccs4)cc3C(=O)N2C)O1
 : 3.1[16.7 µM]	-6.0	1.4	-1.3	3.8	-2.6	6.1
- O=C(c1ccco1)N1CCN(C(=O)c2cccc3c2C(=O)N(C2CCCCC2)C3)CC1
 : -5.6	-2.5	2.0	x	9.8	7.7	13.1
- Cc1ccc(CN2CCNC(=O)C2CC(=O)N(C)CCc2ccccc2)cc1 (centres undefined)
 : 7.3	-10.1	-0.6	1.0	0.4	1.0	-16.8
- Cc1ccc(NC2c3ccccc3C(=O)N2c2cccnc2)cc1 (centres undefined)
 : 2.3	6.0	-9.1	-1.8	23.6	-3.1	10.0
- CCc1nnc(NC(=O)CN2C(=O)NC3(CC(C)CC(C)(C)C3)C2=O)s1 (centres undefined)
 : 2.2	9.4	-1.9	0.8	-1.7	x	16.9
- CC(C)[C@H](NC(=O)[C@@H]1CSC2c3ccccc3C(=O)N21)C(=O)NC1CCCC1 (some centres undefined)
 : x	8.7	-3.0	1.5	0.0	-7.5	12.0
- Oc1ccc(Br)cc1CNc1cnc2ccccc2c1
 : -2.9	0.2	19.9	1.2	-7.6	1.4	-12.2
- Cc1ccc(S(=O)(=O)NN)c(C)c1N1CCCC1=O
 : 0.1	4.2	-3.2	-0.4	18.0	-1.0	1.3
- Cn1c(SCC(=O)Nc2ccccc2O)nnc1-c1ccco1
 : x	x	-1.0	1.3	14.3	x	5.4
- CCCC12CN3CCN(CC(C3)/C1=N\NC(=O)c1ccc(F)cc1)C2
 : -4.1	-1.5	-4.4	0.9	-14.9	-3.6	-14.0
- C[C@@H]1CN([C@@H](C)CO)C(=O)c2cc(-c3ccccc3)cnc2O[C@@H]1CN(C)C(=O)c1ccccc1F
 : x	x	u	-1.8	2.3	-9.8	-11.5
- CC(=O)N1CC2(C1)[C@@H](c1ccc(-c3ccc(C#N)cc3)cc1)[C@@H](CO)N2C(C)=O
 : x	x	0.6	-0.4	1.5	0.7	x
- O=C(N/N=C/c1cccc([N+](=O)[O-])c1)c1c[nH]c2ccccc12
 : 15.3	-0.8	0.1	1.6	x	-59.7	-58.4
- CCCCn1nnnc1C(c1ccccc1)N1CCN(c2ccc(C(F)(F)F)cc2[N+](=O)[O-])CC1 (centres undefined)
 : x	5.8	4.6	1.7	-21.9	17.7	32.8
- CCCN(CCC)CCCNC(=O)CC(C(=O)N1CCc2ccccc21)n1ccnc1 (centres undefined)
 : 0.9	-3.5	x	x	-3.6	x	x
- Cc1noc(C)c1NC(=O)Nc1ccc2c(c1)C(=O)N([C@H](C)CO)C[C@@H](C)[C@@H](CN(C)Cc1ccc(C(=O)O)cc1)OCCCC[C@H](C)O2
 : 18.1[16.7 µM]	x	-4.5	-3.0	17.4	-3.7	-0.4
- CCCC#Cc1ccc([C@H]2[C@H](CO)N3C(=O)CN(C(=O)CN4CCOCC4)C[C@@H]23)cc1
 : x	x	-4.7	0.3	4.0	7.3	x
- C=CCn1c(SCC(=O)Nc2nncs2)nnc1-c1ccco1
 : 0.3	3.6	-4.8	-2.6	5.0	4.2	1.1

Single records (already shown). Order of screens: miR122 inh	FN deposit inh	DENV2 CPE	CFTR F508del cor	GSIS activator	EWS-Fli block	PAX8 inh HTS
O=C(N/N=C/c1cccc([N+](=O)[O-])c1)c1c[nH]c2ccccc12 reads 15.3	-0.8	0.1	1.6	x	-59.7	-58.4
Cc1ccc(S(=O)(=O)NN)c(C)c1N1CCCC1=O reads 0.1	4.2	-3.2	-0.4	18.0	-1.0	1.3
CCCC12CN3CCN(CC(C3)/C1=N\NC(=O)c1ccc(F)cc1)C2 reads -4.1	-1.5	-4.4	0.9	-14.9	-3.6	-14.0
